# Scp-1 inhibitor: inhibitors of human Scp-1 phosphatase; Recombinant Scp1, phosphopeptide, malachite green phosphate absorbance; inhibition, % at 20 µM; 340,000 tested, 0.88% active; AID 493091;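 active = inhibition above about 50% at 20 µM, limit read from the data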;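 note: plate controls were DMSO wells with enzyme for no effect and wells lacking enzyme for full effect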
#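 System: SCP-1 catalytic domain; Reagent: Phospho 17-mer peptide substrate; Doses: one concentration, 20 µM, with 1.0% DMSO; Incubation: 45 min room-temperature reaction, 5 min colour, 30 min stabiliser; Signal: Phosphate-binding colour reagent, absorbance read at 630 nm.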
# NRP1-CendR mod: NRP-1/CendR interaction modulation; AID 602438; inhibition, % at 25 µM; FAM-RPARPAR peptide binding to NRP-1, fluorescence polarization; 360,000 tested, 0.85% active;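 active = inhibition or corrected inhibition above about 18%, plus a signal ratio from 0.5 to 1.5, limit read from the data, passing the limit was not always enough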; note: strong numbers were not always called active
# LMPTP inh: blocks human LMPTP phosphatase; P24666; recombinant LMPTP-A, OMFP fluorogenic substrate, fluorescence intensity; inhibition, % at 20 µM; 360,000 tested, 0.22% active;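 active = compounds that cut the enzyme signal by at least half of the control window in the single-dose screen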;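 note: plate controls were DMSO wells with enzyme plus substrate for no effect and substrate without enzyme for full effect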
#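 test system = LMPTP-A | amount = 0.625 nM LMPTP-A final | reagent = fluorogenic phosphatase substrate OMFP at 400 µM final | incubation = 50 min at room temperature | benchmarks = no-enzyme low control, uninhibited high control | medium = Bis-Tris pH 6.0, DTT, detergent | signal = fluorescence intensity of OMFP turnover product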
# MsrA inhibitor: inhibitors of bovine MsrA; purified bovine MsrA, absorbance read-out; inhibition, % at 15.5 µM; 360,000 tested, 0.75% active; in the data active = inhibition above about 4.5%;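 note: 0% = vehicle wells with enzyme and 100% = reference inhibitor wells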
# eLon inh: E. coli protease La inhibition. P0A9M0. AID 602123. purified E. coli Lon protease, fluorescence polarization. 360,000 tested, 0.42% active. inhibition, % at 7.94 µM; in the data active = inhibition above about 13%, passing the limit was not always enough;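 note: 0% = enzyme with probe and DMSO and 100% = no enzyme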
# TbMetRS inhib: Trypanosoma brucei MetRS inhibition; purified T. brucei MetRS, ATP depletion, Kinase-Glo luminescence; 360,000 tested, 0.4% active; inhibition, % at 11.9 µM;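 active = inhibition above a per-plate cutoff of the control wells' mean inhibition plus 3 SD, cut at about 5.5% in these data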;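 note: 0% = DMSO wells median and 100% = median of wells with control inhibitor compound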
#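 Assay system: T. brucei methionyl-tRNA synthetase, purified | Medium: HEPES buffer with MgCl2, KCl, DTT, spermine, BSA, pyrophosphatase | Compound: 11.9 µM single point | Incubation: 15 min enzyme-compound preincubation, 2 h reaction, 10 min detection, 25 °C | Measured by: Kinase-Glo luciferase luminescence reporting remaining unconsumed ATP | Measure: % inhibition normalized to control-well medians | Replication: Singlicate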
# SUMO1-SIM PPI: modulators of human SUMO1-mediated protein-protein interactions; AID 602429; 360,000 tested, 0.33% active; inhibition, % at 20 µM; SUMO1 binding to a labelled peptide, TR-FRET, 1 h; in the data active = inhibition above about 37%
# DNMT1 inh: DNMT1 (human) enzyme inhibition | P26358 | DNMT1 molecular beacon, Hinp1I cleavage, fluorescence | inhibition (reported as % activation of signal), % at 10 µM | 360,000 tested, 0.83% active | AID 588458; in the data active = inhibition above about 50%
# Target sequence (P26358 504-1616 limits assumed): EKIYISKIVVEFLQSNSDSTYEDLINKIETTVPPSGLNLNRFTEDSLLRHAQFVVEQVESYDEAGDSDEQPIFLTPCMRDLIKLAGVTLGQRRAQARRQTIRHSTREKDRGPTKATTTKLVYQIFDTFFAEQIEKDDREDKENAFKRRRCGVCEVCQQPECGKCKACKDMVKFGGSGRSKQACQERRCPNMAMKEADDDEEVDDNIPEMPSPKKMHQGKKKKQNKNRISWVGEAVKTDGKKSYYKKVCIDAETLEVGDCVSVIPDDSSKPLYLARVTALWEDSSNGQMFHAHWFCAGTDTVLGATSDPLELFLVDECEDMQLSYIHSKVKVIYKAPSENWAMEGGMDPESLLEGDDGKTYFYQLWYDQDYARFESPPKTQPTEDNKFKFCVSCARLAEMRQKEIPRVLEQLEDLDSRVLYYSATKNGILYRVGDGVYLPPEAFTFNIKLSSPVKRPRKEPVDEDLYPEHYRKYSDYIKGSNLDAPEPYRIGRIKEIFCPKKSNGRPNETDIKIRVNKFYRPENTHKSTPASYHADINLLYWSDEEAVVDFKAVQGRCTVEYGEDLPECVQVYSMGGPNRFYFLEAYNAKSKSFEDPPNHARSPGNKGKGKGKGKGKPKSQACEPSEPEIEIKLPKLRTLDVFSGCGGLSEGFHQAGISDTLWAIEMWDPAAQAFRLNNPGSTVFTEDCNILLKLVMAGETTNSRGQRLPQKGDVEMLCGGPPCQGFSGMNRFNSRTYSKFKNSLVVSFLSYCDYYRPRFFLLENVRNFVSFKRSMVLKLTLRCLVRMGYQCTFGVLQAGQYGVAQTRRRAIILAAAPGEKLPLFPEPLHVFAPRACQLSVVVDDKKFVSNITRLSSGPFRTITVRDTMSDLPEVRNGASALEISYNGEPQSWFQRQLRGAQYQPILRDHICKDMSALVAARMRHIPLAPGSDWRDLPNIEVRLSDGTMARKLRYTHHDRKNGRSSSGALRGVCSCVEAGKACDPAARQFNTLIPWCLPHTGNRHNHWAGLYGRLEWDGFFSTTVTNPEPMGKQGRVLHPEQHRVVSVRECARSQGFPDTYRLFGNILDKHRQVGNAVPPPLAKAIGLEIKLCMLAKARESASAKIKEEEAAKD
# bovine MsrA act: bovine methionine sulfoxide reductase A activation. 360,000 tested, 0.3% active. purified bovine MsrA, absorbance read-out. activation, % at 10.6 µM; in the data active = activation above about 7.5%;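 note: 0% = vehicle and 100% = reference activator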
# STEP inh: inhibitors of human striatal-enriched phosphatase STEP; P54829; recombinant STEP, OMFP fluorogenic substrate, fluorescence; inhibition, % at 20 µM; 360,000 tested, 0.25% active; AID 588621;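 active = inhibition at 20 µM, scaled per plate between control wells, above about 37%, limit read from the data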;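 note: 0% = DMSO with enzyme and substrate and 100% = substrate only without enzyme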
#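 Assay system: isolated STEP enzyme / Timing: 20 min at room temperature, dark / Doses: 20 µM, 1% DMSO / Technique: fluorescence intensity, excitation 480 nm, emission 540 nm / Reagent: fluorogenic phosphatase substrate OMFP at 25 µM final / Measure: percent inhibition scaled to no-enzyme and uninhibited-enzyme controls, plate-pattern corrected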
# The depositor's hits bear a star; / = not tested or not shown.
SMILES,Scp-1 inhibitor,NRP1-CendR mod,LMPTP inh,MsrA inhibitor,eLon inh,TbMetRS inhib,SUMO1-SIM PPI,DNMT1 inh,bovine MsrA act,STEP inh
Cc1ccc(CN2CCN(C(=O)c3ccncc3)CC2)cc1,-8.1,-7.1,-1.4,-0.8,2.0,0.0,1.3,1.9,-3.2,-0.9
CC(NC(=O)c1cn(C)c2ccc(S(=O)(=O)N3CCCC3)cc2c1=O)c1ccccc1 (stereo not drawn),-0.3,-5.8,-0.4,-0.1,8.2,-0.3,-1.2,-0.4,0.5,0.3
CCNC(=O)CSc1nc2ccccc2c(=O)n1OC,-10.1,8.7,-0.9,-0.3,-5.4,-0.3,4.6,0.0,3.0,4.1
CC(C)(C)OC(=O)C[C@@H]1C/C=C\C[C@H](CC(=O)N(CCO)Cc2ccccc2)C(=O)N[C@@H](Cc2c[nH]c3ccccc23)COC1=O,-1.9,10.4,1.4,0.3,2.0,-0.1,-5.1,-15.6,0.2,2.5
Cc1ccccc1OCCCN1CCCC1,-7.0,3.9,-9.0,0.4,6.2,-0.4,-2.5,-3.0,-3.8,-2.3
CCn1c(SCC(=O)Nc2nccs2)nnc1-c1ccco1,-2.7,1.4,-0.4,-1.7,9.7,-0.4,4.0,4.1,-2.1,0.9
CN1CCC(N(C)C(=O)c2cc(-c3ccccc3Cl)nc3ccccc23)CC1,1.5,4.0,-4.2,-0.7,2.9,-0.3,-4.6,0.0,-9.1,-3.1
Cc1cc(=O)[nH]c2c(C)c(N)ccc12,-2.2,-17.3,-3.0,1.8,-3.6,-0.8,3.0,-5.0,-4.3,-3.4
CN1CCN(C(=O)c2ccc3c(c2)N(Cc2ccccc2)CCS3)CC1,-11.9,-9.4,0.1,/,0.8,-0.3,-2.5,-1.5,0.0,0.2
CC(=O)c1ccc(OCc2cc(C(=O)N(C)C(C)c3nccs3)no2)cc1 (stereo not drawn),-3.8,17.9,-1.1,-1.1,-6.4,-0.2,4.1,2.0,-2.9,-1.7
Cc1ccnc2ccc(SC(F)(F)F)cc12,-6.7,4.2,-1.3,1.1,-2.3,-0.3,0.4,-1.4,0.3,0.0
COc1ccc(-c2nc(-c3ccc(Br)o3)no2)cc1OC,-19.3,-2.6,1.3,0.7,13.4,-0.6,30.7,-8.3,-1.2,0.0
Cc1c(C(=O)N/N=C/c2ccccn2)nnn1-c1nonc1N,-4.8,2.2,-1.9,0.7,-3.5,-0.7,-9.2,0.5,-2.2,3.9
CCCC(CCC(=O)Nc1ccn(-c2ccccc2)n1)C(=O)O (stereo not drawn),-0.7,4.5,-1.7,-0.4,9.8,-0.4,0.9,1.6,-4.8,0.7
CCOC(=O)N1CCN(C(=O)c2ccc3c(=O)n(Cc4ccccc4OC)c(=S)[nH]c3c2)CC1,-4.7,2.0,-0.9,-0.9,-2.4,-1.7,3.6,-2.4,-13.2,0.2
CC(C)(NO)/C(=N\O)c1ccc(Cl)cc1,-3.1,-3.4,0.4,-0.6,3.4,0.1,1.9,-4.1,0.6,-2.5
Cc1ccc(S(=O)(=O)N(C)C)cc1NC(=O)COC(=O)C1COc2ccccc2O1 (stereo not drawn),-4.1,0.0,-1.0,-1.2,3.7,-0.6,4.7,-0.1,-4.8,-0.8
CCN1C(=O)[C@H]2[C@@H](c3ccc(C)cc3)N3C(=O)N(c4cccc(Cl)c4)C(=O)[C@@]3(CC)[C@H]2C1=O,-4.4,7.0,-1.8,-0.4,-1.9,-0.2,2.3,2.1,-3.5,0.0
C[C@H](NC(=O)c1[nH]cnc1C(=O)Nc1ccc(Cl)cc1)C(=O)OC(C)(C)C,-0.5,12.6,3.0,/,-7.9,-0.2,5.5,-17.9,-1.1,0.3
COC(=O)Nc1nc2ccc(Sc3ccccc3)cc2[nH]1,1.3,-0.3,-2.3,-1.2,-0.7,-1.2,-1.7,23.1,-6.4,-0.2
Cc1ccnc(NC(=O)CCC(=O)N(CC(=O)NCc2ccc(F)cc2)Cc2ccccc2)c1,-5.5,10.1,-1.8,/,-4.8,0.2,-2.1,0.2,-1.2,-1.2
C=CCn1c(SCC(N)=O)nnc1-c1ccccc1O,2.5,-2.8,-1.4,-1.2,-2.0,-1.1,1.2,0.5,-10.8,-2.3
CC(C)(C)N1CC(C(=O)Nc2cccc(Cl)c2Cl)CC1=O (stereo not drawn),2.4,-5.5,-0.8,-0.5,-1.4,-1.0,-2.7,3.5,-8.8,-5.1
CCc1ccc(S(=O)(=O)NC(=S)Nc2ccccc2)cc1,6.6,-6.3,-0.2,-0.7,3.9,-0.3,-0.7,-1.3,-1.4,0.6
Cc1[nH]c(=O)[nH]c(=O)c1S(=O)(=O)Nc1ccc(S(N)(=O)=O)cc1,0.4,2.3,-0.9,0.9,-2.5,-0.5,5.7,6.7,-4.0,0.0
CC(C)(C)c1ccc(-c2conc2N)cc1,0.0,-0.4,0.6,0.2,0.1,0.1,1.1,2.8,-1.7,1.0
Cc1ccc(-c2nc3cnccn3c2Nc2ccc3c(c2)OCO3)cc1,-11.2,-3.0,0.1,1.1,-18.7,-0.1,-4.9,-5.7,-3.0,-1.8
COc1ccc(/C=C/C(=O)Nc2cc(=O)n(C)c(=O)n2C)cc1,-2.7,2.3,-1.7,5.0*,-0.8,-0.9,-22.6,5.6,-13.8,2.1
COc1cc(OC)c(OC)cc1CNCc1ccc2c(c1)OCO2,-4.7,13.9,-2.0,0.1,4.5,0.0,1.2,0.8,-2.0,1.8
CCOC(=O)C1(CCCc2ccccc2)CCN(Cc2cn(CC)nc2C)CC1,2.7,10.4,-0.2,-0.1,-1.0,-0.9,1.1,-0.1,-7.6,3.9

# The closing 2 entries of the part above open the next one.
SMILES,Scp-1 inhibitor,NRP1-CendR mod,LMPTP inh,MsrA inhibitor,eLon inh,TbMetRS inhib,SUMO1-SIM PPI,DNMT1 inh,bovine MsrA act,STEP inh
COc1cc(OC)c(OC)cc1CNCc1ccc2c(c1)OCO2,-4.7,13.9,-2.0,0.1,4.5,0.0,1.2,0.8,-2.0,1.8
CCOC(=O)C1(CCCc2ccccc2)CCN(Cc2cn(CC)nc2C)CC1,2.7,10.4,-0.2,-0.1,-1.0,-0.9,1.1,-0.1,-7.6,3.9
COC(=O)c1cc(NC(=O)c2c(C)noc2C)ccc1N1CCOCC1,-4.6,-4.7,-1.0,0.4,-10.9,-0.2,2.8,3.2,-3.4,2.3
Cc1cc(NC(=O)CSc2nnc(Cc3cccn3C)n2CCc2ccccc2)no1,-6.0,-6.1,-1.4,-1.0,-0.7,0.0,5.6,0.2,-3.2,0.0
Cc1cccc(NC(=S)N/N=C/c2ccc3c(c2)OCO3)c1,-2.7,-1.6,1.2,1.6,-7.6,-0.3,1.0,-5.0,-3.9,-0.1
CCCCNC(=O)Oc1ccc(C(=O)N2c3ccccc3NC(=O)C2C)cc1 (stereo not drawn),-1.1,3.2,-1.6,0.5,-9.4,-0.8,5.8,-0.3,-1.0,-2.6
O=C1N/C(=N/N=C/c2ccco2)SC1Cc1ccccc1 (stereo not drawn),-10.5,4.3,0.4,4.6*,-0.2,0.0,-3.7,1.1,-4.0,1.7
CCc1[nH]nc2c1C(c1ccncc1)C(C#N)=C(N)O2 (stereo not drawn),5.0,13.0,0.4,0.5,-11.9,-0.3,-11.6,-5.5,-1.9,6.2
Cc1ccc(CNC(=O)CCS(=O)(=O)c2ccc3nc(C)sc3c2)cc1,-9.2,0.5,-1.3,0.3,-2.6,0.5,0.0,-1.1,-2.5,0.8
C[C@H](CO)N1C[C@H](C)[C@@H](CN(C)C(=O)Nc2ccc(F)cc2)Oc2cc(Br)ccc2S1(=O)=O,/,1.3,-1.9,0.1,-2.2,-1.7,0.0,-1.9,-11.2,-2.7
Cc1nc(-c2ccc(F)cc2)c(CC(=O)N2CCN(S(=O)(=O)c3ccc(F)cc3)CC2)s1,1.0,10.1,0.1,1.3,-3.2,-0.1,3.1,0.4,-3.7,0.2
CC(=O)c1ccc(S(=O)(=O)N2CCCCC2C(=O)O)cc1 (stereo not drawn),-1.3,14.7,0.1,0.1,3.8,-1.0,0.6,-0.2,-10.7,0.1
COc1cc(/C=N/NC(=O)/C(=C/c2ccccc2)CCO)ccc1O,-10.3,7.3,-1.5,4.2,2.6,0.7,-2.9,2.9,-5.4,-1.3
COc1ccc(OC)c(/C=N/NC(=O)CNC(=O)c2cccc3ccccc23)c1,-10.2,5.7,0.6,0.3,5.9,0.0,-20.4,-0.2,-2.5,-2.7
O=C(O)c1cccc2cccnc12,-14.5,2.7,-0.7,-1.4,-2.0,-1.1,13.2,1.6,-3.8,-2.1
COC(=O)C1=C(C)NC(=O)C1(NS(=O)(=O)c1ccc(NC(C)=O)cc1)C(F)(F)F (stereo not drawn),-6.1,-17.3,-2.7,-1.9,-2.9,-0.1,1.4,-0.2,-0.7,0.3
O=C(CCN1CCN(c2ccccc2)CC1)c1ccc(Br)cc1,-22.9,-1.8,-1.7,0.9,2.6,0.2,-4.8,5.4,-1.9,-0.3
Cn1c(SCC(=O)NCCc2ccccc2)nnc1-c1ccncc1,-0.7,1.6,-2.7,-0.6,3.3,-0.1,1.8,-0.5,-1.1,-2.4
CCn1c(N2CCN(C(=S)NCCc3ccccc3)CC2)nc2ccccc21,3.1,1.4,1.6,-0.4,1.6,-0.6,1.5,-6.1,-3.1,8.3
O=C(c1ccccc1)c1ccc(OCCn2cnc3ccccc3c2=O)cc1,0.5,-16.3,1.0,-0.5,2.3,0.0,2.4,-4.7,-5.0,-0.4
O=C(/C=C/c1ccccc1)Nn1c(-c2cccs2)nc2ccccc2c1=O,-9.2,-6.2,0.7,-0.1,0.7,2.0,-1.2,1.3,-1.1,-1.0
Cc1cc2ncn(S(=O)(=O)c3ccc(S(N)(=O)=O)cc3)c2cc1C,-7.5,-6.1,-0.6,-0.1,-0.9,-0.2,2.5,-0.9,-1.5,0.6
N=c1c(C(=O)NC2CCCC2)cc2c(=O)n3ccccc3nc2n1CC1CCCO1 (stereo not drawn),-8.1,1.1,2.6,1.9,3.8,-0.8,-1.2,2.6,-4.2,2.3
COc1cc(C(=O)N2CCC2(C)C(=O)NC(C)C)cc(OC)c1OC (stereo not drawn),/,-5.6,-1.9,-1.0,1.7,-0.3,-1.9,1.9,-2.0,-0.2
COC(=O)[C@H]1[C@H](CCc2ccccc2)NC(=O)N(Cc2ccccc2)[C@@H]1C,-1.0,6.5,-1.4,-1.4,-4.3,-0.7,-2.6,1.8,-9.9,-2.2
COCc1nnc(NC(=O)c2ccc(NC(C)=O)cc2)s1,-12.1,0.6,-0.6,2.1,-4.5,-0.7,1.5,-1.1,-3.9,-4.2

# 3 of the entries above in order of the bovine MsrA act value, smallest number first:
compound,bovine MsrA act
COC(=O)[C@H]1[C@H](CCc2ccccc2)NC(=O)N(Cc2ccccc2)[C@@H]1C,-9.9
N=c1c(C(=O)NC2CCCC2)cc2c(=O)n3ccccc3nc2n1CC1CCCO1 (stereo not drawn),-4.2
COc1cc(C(=O)N2CCC2(C)C(=O)NC(C)C)cc(OC)c1OC (stereo not drawn),-2.0
